Bioassay records from PubChem.
GDH-TPI counter = GDH-TPI coupled enzyme inhibition counter-screen | 360,000 tested, 1.2% active | inhibition, % at 4.8 µM | GDH-TPI coupled enzyme counterscreen, NADH absorbance; in the data active = inhibition above about 30%;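 also: 0% = DMSO wells and 100% = wells lacking the enzyme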
FadD28 FP inh = blocks FadD28 binding to the bisubstrate probe | fluorescence polarization | inhibition, % at 12.5 µM | 360,000 tested, 0.22% active; in the data active = inhibition above about 8.5%, passing the limit was not always enough; inconclusive = no clear call, values can overlap the other calls
Mtb FBA inh = inhibitors of M. tuberculosis fructose-bisphosphate aldolase; P9WQA3; purified M. tuberculosis FBA, fluorescence read-out; inhibition, % at 1 µM; 360,000 tested, 2.3% active; in the data active = inhibition above about 27%;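 also: 0% = vehicle and 100% = reference inhibitor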
UGM FP inh = Mtb UDP-galactopyranose mutase inhibition; inhibition, % at 10 µM; AID 504406; 320,000 tested, 0.06% active; P9WIQ1; purified UGM, fluorescence polarization probe displacement; in the data active = inhibition above about 10%, passing the limit was not always enough; inconclusive = no clear call, values can overlap the other calls
BioA inh = blocks M. tuberculosis BioA enzyme activity; purified M. tuberculosis BioA enzyme, plate reader; inhibition, % at 9.99 µM; 360,000 tested, 0.096% active; in the data active = inhibition above about 40%; inconclusive = no clear call, values can overlap the other calls
Vc quorum ag = inducers of Vibrio cholerae quorum light production without autoinducers. activation, % at 18.7 µM. V. cholerae BH1578 lux reporter, luminescence, 6 h. 350,000 tested, 0.16% active. AID 588436; in the data active = activation mostly above about 9.7%, no sharp cut-off; inconclusive = no clear call, values can overlap the other calls; inactive = mostly below about 3.7%; also: not every result past the cut was called active; inactives centre near 0; reference of the scale not given here
PfHsp40 yeast = compounds rescuing yeast from Plasmodium falciparum HSP40 toxicity; S. cerevisiae expressing PfHsp40, growth rescue, ATP luminescence; growth rescue, % at 12.5 µM; 340,000 tested, 0.68% active; AID 504582; in the data active = growth rescue above about 28%, passing the limit was not always enough; inconclusive = no clear call, values can overlap the other calls;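 also: yeast W303a lacking pdr1 and pdr3 grown in galactose medium; growth measured after three days at 30 °C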
Yp Topo-I inh = blocks Yersinia pestis topoisomerase I activity. 360,000 tested, 0.064% active. Y. pestis Topo-I cleavage product accumulation, plate reader. activity, % at 10 µM; in the data active = activity above about 50%, passing the limit was not always enough; inconclusive = no clear call, values can overlap the other calls; also: inactives centre near 2
TcdB inh = inhibitors of Clostridioides difficile toxin B glycohydrolase; inhibition, % at 9.99 µM; 350,000 tested, 0.24% active; TcdB glycohydrolase enzymatic assay, plate reader; P18177; in the data active = inhibition above about 10%
Starred values were filed as active, the others as inactive; i = inactive; ? = inconclusive; / = no result given; & = joins results of further samples. The order is random; about 4.6% have a hit in one of these screens.

Values run as follows: GDH-TPI counter, PfHsp40 yeast, FadD28 FP inh, Vc quorum ag, BioA inh, TcdB inh, UGM FP inh, Yp Topo-I inh, Mtb FBA inh
O=C(NNS(=O)(=O)c1ccc([N+](=O)[O-])cc1)c1ccc([N+](=O)[O-])cc1
    3, 1.6, -1.1, 0.4, /, -1.4, 1.1, -8, 3
CCOc1ccccc1NC(=O)N1CCCC(c2nc(-c3ccc(C)o3)no2)C1 (stereo unspecified)
    -4, -0.7, -3.0, -0.3, /, 0.7, 1.0, 11, -5
COc1cc(OC)cc(C(=O)N[C@H](C(=O)Nc2nc3c(s2)CCCC3)C(C)C)c1
    7, -0.6, -3.9, -0.3, -1.4, 1.1, 4.0, -1, 4
CC(Sc1nc2sc3c(c2c(=O)n1-c1ccccc1)CCCC3)C(=O)O (stereo unspecified)
    16, 0.8, 0.7, -0.4, 1.8, -1.6, 1.7, 6, 0
COc1ccc(N2CCN(C(=O)CN3C(=O)C4CC=CCC4C3=O)CC2)cc1 (stereo unspecified)
    5, -0.4, 0.9, i, -2.3, /, -3.1, -4, 1
Cc1csc(NC(=O)Cn2cnnn2)n1
    7, 0.0, 1.6, i, -3.2, /, -0.7, -8, 4
COC(=O)c1ccc(NC(=O)C(=O)NCC2CCCO2)cc1 (stereo unspecified)
    -5, -0.1, -4.3, i, /, 0.8, 0.4, -1, 0
C[C@H]1CN([C@@H](C)CO)C(=O)c2cc(NC(=O)CCN3CCOCC3)ccc2O[C@H]1CN(C)C(=O)Nc1ccc(F)cc1
    7, -0.2, -0.4, i, -0.2&-3.1, 0.1&2.4, 6.0, 0, 2
O=C(CSc1ncccn1)Nc1ccc2c(c1)CCC2
    3, 0.0, -4.9, i, -0.1, 1.5, 4.2, 1, 3
Cc1cccc(C)c1NC(=S)NCCc1ccc(O)c(O)c1
    15, -0.9, -0.2, i, -2.6, /, 1.5, -1, -2
CCCN(S(=O)(=O)c1ccccc1F)S(=O)(=O)c1ccccc1Br
    7, -0.3, -1.2, -0.2, /, 0.6, 1.7, -8, 0
Cc1c(CNC(=O)c2c([N+](=O)[O-])cnn2C)cnn1C
    0, -0.2, 0.2, i, 1.6, 24*, -0.7, 1, -1
O=C(CCn1ccnc1)Nc1ccc2ccccc2c1
    -9, 0.3, -2.0, i, 1.2, 0.1, -1.5, -5, -2
Cn1c(CCc2nc3ccccc3[nH]2)n[nH]c1=S
    5, -0.2, -0.1, -0.2, /, 1.6, -0.7, 7, 6
CCC(CO)n1cnnc1-c1ccncc1 (stereo unspecified)
    9, -1.1, 0.2, -3.8, -7.7, /, 3.2, 3, 1
COCCN(Cc1ccc(C)cc1)C(=O)[C@H]1O[C@@H](n2ccc(=O)[nH]c2=O)[C@H](O)[C@@H]1O
    /, /, -4.7, /, -1.6, 0.4, /, /, -3
Cc1cc(=O)oc2c(CN3CCOCC3)c(O)ccc12
    38*, -1.1, -0.9, -0.4, 8.8, 2.6, /, 2, /
COCCCC1CCN(C(=O)C2CCC(=O)N(CCc3ccccc3)C2)CC1 (stereo unspecified)
    6, -0.2, 1.6, -0.7, -0.2, 1.1, 2.6, 6, 0
O=C(C1=C[C@@H](c2ccccc2)C[C@@H](OCc2ccc(CO)cc2)O1)N1CCN(Cc2ccc3c(c2)OCO3)CC1
    1, -0.8, -2.7, i, 0.1&3.6&-1.9, -0.7&-6.4&1.6, 3.5, 18, 1
CC(=O)N1CCN(CC(=O)Nc2ccc(Cl)c(S(=O)(=O)N(C)C)c2)CC1
    2, -0.6, -2.7, i, /, 0.1, -3.3, -1, -1
Cc1nc(NC(=S)NC(=O)c2ccco2)sc1C(=O)N(C)C
    21, -0.5, -1.1, i, -1.7, 1.2, 3.1, -7, 1
COC(=O)c1ccc(C23CC4(C2)[C@H](CN(Cc2cccnc2)[C@@H]4c2ccccc2)C3c2ccc(Cl)nc2)cc1 (stereo partly specified)
    4, 0.0, -5.3, -0.7, 0.9, -0.3, -0.9, 26, -2
Cc1ccc(Cn2c(C3CCCN3c3nc(-c4cc(Cl)c(N)c(Cl)c4)cs3)nc3cc(C(=O)NCCCO)ccc32)cc1 (stereo unspecified)
    9, -0.6, -2.3, i, -3.3, 0.8, -0.3, 29, -2
Cc1cccc(NC(=O)c2cc(NC(=O)C3CCCCC3C(=O)O)ccc2N2CCOCC2)c1 (stereo unspecified)
    -7, -0.6, -2.0, -3.4, 3.6, 0.7, -0.4, 20, -2
CCc1nnc(NC(=O)C(NS(=O)(=O)c2ccccc2)C(C)C)s1 (stereo unspecified)
    -1, /, -2.7, -0.4, -0.2, -1.4, /, 3, 0
O=[N+]([O-])c1cccc2cnccc12
    11, 0.6, -1.1, -5.6, -2.7, 1.6, /, 8, -2
O=C1CC(c2ccccc2)CC(=O)C1CS(=O)(=O)c1ccccc1 (stereo unspecified)
    -1, 0.4, 0.6, 1.8, /, 0.2, -2.1, 1, 9
CN1CCC(=O)N([C@H](CO)Cc2ccccc2)CC1
    1, -0.1, -2.2, -0.5, 0.4, 0.8, 0.5, -3, 1
CC1(C)CC(=O)C2=C(C1)Oc1ncn(Cc3ccco3)c(=N)c1C2c1ccccc1 (stereo unspecified)
    -2, 1.4, -1.9, /, 1.2, /, -0.1, 8, 1
C=CCn1c(=NC(=O)C2COc3ccccc3O2)sc2cc(S(N)(=O)=O)ccc21 (stereo unspecified)
    17, 0.4, -1.5, i, 0.6, /, -1.5, 2, -2
Cc1ccc(OCc2nc(-c3cccs3)no2)c([N+](=O)[O-])c1
    -7, -0.1, -2.1, i, /, 1.3, -2.6, 9, 0
COc1ccc(C(=O)NN=C2CCCC2)c(OC)c1
    4, -1.4, -1.3, -0.6, 1.7, 1.2, -0.5, 11, 1
COc1ccccc1-c1ccc2c(c1)C(C)(Cc1cc(Cl)ccc1C(F)(F)F)C(=O)N2 (stereo unspecified)
    10, /, 0.6, i, -1.8, 0.2, /, 33, 1
COC(=O)c1ccc(C(=O)OC)c(NC(=S)N2CCN(c3ccccn3)CC2)c1
    0, 1.9, -1.8, -0.1, 8.0, -3.0, 1.4, -9, 22
COc1ccc(C(C)(NC(C)=O)c2nc(-c3ccncc3)cs2)cc1 (stereo unspecified)
    5, /, -0.9, 0.1, 0.0, 1.2, /, -8, 1
COCC(=O)Nc1ccc2c(c1)[C@@H]1C[C@H](CC(=O)OC)O[C@H](CO)[C@@H]1O2
    0, /, 0.9, 0.2, -1.8, 1.9&0.6, /, -3, 2
O=C(CSC(=S)N1CCOCC1)c1cc(Br)cc(Br)c1O
    20, -0.1, 4.6, -0.7, 0.3, 0.5, -1.3, -8, 4
O=C(NCc1nnc(SCC(=O)N2CCCCCC2)o1)c1ccccc1F
    5, -0.8, -2.5, -0.5, -0.7, -4.1, -0.6, -2, 1
O=c1oc2c3c(nn2c2ccccc12)CCCC3
    7, -1.5, -1.7, -0.3, -0.9, 0.5, 1.1, -2, 4
CCN(C(=S)NCCOC)c1cccc2ccccc12
    -2, -0.1, -1.1, 0.7, /, -1.0, -1.5, 6, 3

Pulled one by one from above (2):
Values run as follows: GDH-TPI counter, PfHsp40 yeast, FadD28 FP inh, Vc quorum ag, BioA inh, TcdB inh, UGM FP inh, Yp Topo-I inh, Mtb FBA inh
COc1ccc(C(C)(NC(C)=O)c2nc(-c3ccncc3)cs2)cc1 (stereo unspecified)
    5, /, -0.9, 0.1, 0.0, 1.2, /, -8, 1
COC(=O)c1ccc(C23CC4(C2)[C@H](CN(Cc2cccnc2)[C@@H]4c2ccccc2)C3c2ccc(Cl)nc2)cc1 (stereo partly specified)
    4, 0.0, -5.3, -0.7, 0.9, -0.3, -0.9, 26, -2

Continuation:
Values run as follows: GDH-TPI counter, PfHsp40 yeast, FadD28 FP inh, Vc quorum ag, BioA inh, TcdB inh, UGM FP inh, Yp Topo-I inh, Mtb FBA inh
Cc1ccc(C)c(NC(=S)N2CCN(S(C)(=O)=O)CC2)c1
    4, -0.7, -4.8, 1.7, -2.0, 0.4, 1.2, 11, -1
C[C@H]1C(=O)O[C@@H]2CCN3CC=C(COC(=O)[C@](C)(O)[C@]1(C)O)[C@H]23
    3, 1.1, -1.9, i, -0.8, 0.7, 3.2, 6, -1
COc1cc(F)ccc1CN1CCC(n2nccc2NC(=O)C2CCOC2)CC1 (stereo unspecified)
    -2, 0.6, -2.0, 9.8, -0.8, -0.2, 0.7, 0, -2
O=C(c1ccc(COCC(F)(F)F)o1)N1CCCC1
    1, 1.7, -0.5, 0.9, -3.3, -0.7, -0.8, 0, 3
CC(C)C(=O)Nc1nnc(Cc2c[nH]c3ccccc23)s1
    1, -0.6, 0.0, -1.0, /, -0.2, -0.6, -5, -1
CC(C)CN(CC(C)C)C(=S)Nc1ccc(Cl)cc1
    2, 3.2, -3.3, -0.4, /, 1.4, -3.4, 11, 3
Cc1[nH]c2ccccc2c1C(=O)C(=O)NCc1nnnn1-c1ccc(F)c(F)c1
    8, /, -2.8, -0.7, 1.2, 0.9, /, 0, -4
N#Cc1c(N)nc(SCC(=O)NC2CCCCC2)c(C#N)c1-c1ccc(Cl)cc1
    8, -0.8, -2.4, -0.5, -1.6, /, -1.2, 3, 0
COc1ccccc1C(=O)OC(C)CN1CCN(C)CC1 (stereo unspecified)
    9, -0.3, 0.8, 0.0, -1.2, 0.5, 1.4, -4, 5
CCC(C)NC(=O)c1nc2c(nnn2Cc2ccccc2Cl)c(=O)[nH]1 (stereo unspecified)
    -1, -0.2, -1.9, i, /, -2.6, 3.9, 2, 0
Cc1cc2nc3ccc(N(C)C)cc3nc2cc1N
    -1, 0.4, ?, i, /, 2.9, -2.4, -4, -6
N#C/C(=C\c1cccnc1)c1ccc(Br)cc1
    27, 10, -2.1, -0.5, 0.0, 1.9, 0.7, 11, -1
COc1cc(/C=N/n2nnnc2N)cc(Cl)c1OC
    2, -0.7, -4.2, -0.5, -0.1, 1.9, 3.0, -2, -2
CCC(C)(C)NC(=O)C(c1cccc(OC)c1OC)N(CCOC)C(=O)CCC(=O)Nc1cc(C)on1 (stereo unspecified)
    2, 1.3, 0.0, -0.2, -1.4, 0.0, 1.4, 8, 0
CC(Oc1ccccc1F)C(=O)NC1CCS(=O)(=O)C1 (stereo unspecified)
    -3, -1.1, 0.3, i, -1.8, 1.4, 2.1, 11, 2
N=c1c2ccccc2nnn1-c1ccccc1[N+](=O)[O-]
    21, -1.0, -0.1, /, /, 0.6, /, 2, -2
Cc1cc(NC(=O)COC(=O)c2ccc(S(=O)(=O)N3CCCC3)cc2)no1
    2, -1.8, -4.5, i, -1.8, 0.9, -0.7, 4, 0
CC(C)OP(=O)(OC(C)C)C(NC(=O)c1cccc([N+](=O)[O-])c1)C(N)=O (stereo unspecified)
    -2, -1.1, 1.3, -0.4, -0.5, /, -1.7, -3, 7
CCc1ccccc1NC1c2ccccc2C(=O)N1c1cc(C)ccn1 (stereo unspecified)
    -9, -1.6, -3.0, -0.3, -2.2, 1.0, -1.0, -10, -1
Cc1noc(C)c1COc1ccc(C(=O)NCC2CCCO2)cc1 (stereo unspecified)
    -4, -0.2, -1.4, i, 0.1, /, 0.4, 5, -1
O=C(NC1CCCCC1)C(c1ccco1)N(Cc1cccs1)C(=O)Cn1nnc2ccccc21 (stereo unspecified)
    5, -0.4, 0.2, -0.4, /, /, 2.1, 1, -1
O=C(CC(Nc1ccc(Cl)cc1Cl)C(=O)O)c1ccccc1 (stereo unspecified)
    10, 2.3, -1.6, i, -0.2, 2.3, 0.4, -9, -2
CC(=O)N1CCN(c2ccc(Oc3nnnn3-c3ccccc3)cc2)CC1
    -3, 2.1, -3.7, -0.3, 6.1, /, 3.2, 17, -1
O=C1CN(C(=O)N[C@@H](Cc2ccccc2)C(=O)N[C@H](C(=O)O)c2ccccc2)c2ccccc2N1
    7, 0.0, 0.4, -0.9, -0.8, -0.2, 0.9, 17, -1
CC(=O)c1ccc(N(CC(=O)NC2CCS(=O)(=O)C2)S(=O)(=O)c2ccc(C)cc2)cc1 (stereo unspecified)
    -6, 0.2, -3.3, i, -1.2, 3.3, 0.4, 3, -1
CSc1cccc(NC(=O)c2cc(S(=O)(=O)N3CCc4ccccc43)cn2C)c1
    5, -0.3, -7.8, -0.2, 2.3, 0.1, -1.0, 8, -2
CC1=C(O)C(=O)OC1c1c(Cl)cccc1Cl (stereo unspecified)
    5, -0.6, 0.1, i, -1.7, 0.8, -0.9, 5, 4
